From PubChem BioAssay
Hsp70 inhibitors = Hsp70 inhibitors, probe displacement, primary screen, biochemical, fluorescence polarization (AID 583). 140,000 tested, 0.06% active. Hsp70 fluorescence polarization probe displacement, mP; higher % means a stronger effect. one-dose displacement, % at 20 µM; IC50 in µM for titrated hits; in the data active = displacement above about 50%;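 also: plate controls were vehicle for no effect and reference ligand for full effect; a part of the inactive calls stands beside numbers as strong as those of hits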
Rat MKP-3 inhibitors = MKP-3 phosphatase inhibitors, primary screen, biochemical, rat enzyme, in vitro (AID 425); recombinant MKP-3 phosphatase activity, fluorescence; higher % means a stronger effect; inhibition, % at 20 µM, or IC50 in µM where a hit was titrated; 110,000 tested, 0.17% active; in the data active = inhibition above about 50%;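 also: plate controls were vehicle for no effect and reference inhibitor for full effect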
Numbers without * were called inactive; . = no result given. The list is partial; the hit share may differ from the screen's.

SMILES	Hsp70 inhibitors	Rat MKP-3 inhibitors
CC1CCCN(C(=O)Nc2ccc(F)cc2)C1 (stereo not drawn)	-3.4%	1%
Nc1ncnc2c1ncn2CCOc1ccccc1	-1.8%	-1%
O=C(CSc1nc(-c2ccco2)cc(C(F)(F)F)n1)NCC1CCCO1 (stereo not drawn)	-2.4%	.
O=C(CSc1nnnn1-c1ccc2c(c1)CCC2)NCc1cccs1	-3.0%	-3%
CC1CCCCN1CCNC(=O)c1cc2c(=O)n(C)c3ccccc3c2n1C (stereo not drawn)	11%	-11%
O=c1c2ccccc2nc2c3ccccc3c3nncn3n12	-1.4%	-6%
C#CCOC(=O)c1ccccc1C(=O)n1nnc2ccccc21	1.7%	2%
CCOc1ccc(C(=O)Nc2cc(-c3nc4ccccc4s3)ccc2C)cc1Cl	4.0%	6%
Cc1ccc2c(c1)NC(=O)C(CC(=O)NCCCN1CCN(C3CCCCC3)CC1)O2 (stereo not drawn)	8.4%	4%
CCOc1ccc(-c2cc(CCCC(=O)Nc3cccc(OC)c3)no2)cc1	-2.7%	-9%
COc1ccc(C=Nc2ccccc2C(N)=O)c2ccccc12	-2.5%	0%
COc1ccc(CCNC(=O)Cn2c(-c3nonc3N)nc3ccccc32)cc1OC	-4.3%	-5%
Cn1c2ccccc2c2c(C(=O)N3CCN(C(=O)c4ccco4)CC3)cn(C3CCCCC3)c(=O)c21	6.7%	.
COc1cc(C2=NOC(C(=O)N3CCOCC3)C2)cc(OC)c1OC (stereo not drawn)	-3.0%	-1%
O=C(c1ccc(F)cc1)C1CCN(C(=O)c2ccncc2)CC1	0.8%	0%
Nc1c(C(=O)NCc2ccccc2)nnn1Cc1ccc(F)cc1	2.6%	-3%
Nc1nc2n(n1)C(C(F)(F)F)CC(c1ccco1)N2 (stereo not drawn)	6.6%	0%
S=C(NCc1ccccc1)NC1CC2CCC1C2 (stereo not drawn)	-0.1%	8%
O=C(Nc1ccccn1)C1CCN(S(=O)(=O)c2cccc3nonc23)CC1	.	-2%
Cc1cc(C)nc(NC2=NC3CCCCC3N2)n1 (stereo not drawn)	-2.5%	-11%
CC(OC(=O)c1ccccc1NCc1ccco1)C(=O)Nc1ncc(Cl)cc1Cl (stereo not drawn)	6.2%	-3%
Cc1cc(C(=O)OCC(=O)NCc2ccco2)c(C)n1-c1ccccc1	3.0%	-1%
O=C(O)/C=C/c1c(F)c(F)c(F)c(F)c1F	0.6%	2%
O=C(NCCN1C(=O)C2C3C=CC(C3)C2C1=O)N1CCCCC1 (stereo not drawn)	-3.5%	-4%

The final two entries of the part before are carried over, then new ones follow.
SMILES	Hsp70 inhibitors	Rat MKP-3 inhibitors
O=C(O)/C=C/c1c(F)c(F)c(F)c(F)c1F	0.6%	2%
O=C(NCCN1C(=O)C2C3C=CC(C3)C2C1=O)N1CCCCC1 (stereo not drawn)	-3.5%	-4%
COc1ccc(OC)c(C(O)c2coc3ccc(O)c(CN4CCOCC4)c23)c1 (stereo not drawn)	-1.1%	2%
COc1cc(NS(C)(=O)=O)c(OC)cc1NC(=O)c1cccc(F)c1	-0.9%	-2%
CCC(CC)C(=O)Nc1cc(OC)c(OC)cc1C(=O)O	-2.2%	-14%
CC(=O)N1c2ccccc2CCc2ccc(N)cc21	0.4%	0%
O=C(Nc1ccc2snnc2c1)N1CCN(c2ccccc2)CC1	6.0%	1%
COc1cccc(CNc2nc3ccccc3n2CCN2CCCCC2)c1OC	1.7%	.
COc1ccc(-n2c(/C=C(\C)O)nc(=O)c3c(C)cc(C)nc32)cc1	3.2%	-3%
Cc1c(Br)c([N+](=O)[O-])nn1CC(=O)Nc1c(C)n(C)n(-c2ccccc2)c1=O	5.3%	0%
COc1ccc(/C=c2\sc3nc(-c4ccc(Cl)cc4Cl)nn3c2=O)cc1	-6.3%	4%
Cc1ccccc1Nc1nc2nonc2nc1N1CCOCC1	-2.0%	3%
Cc1nc2ccccc2nc1N1CCOCC1	3.4%	.
COc1cc(NC(=O)c2ccccc2OC)ccc1NC(=O)c1ccco1	-4.1%	6%

Part of the list above in order of SMILES length, smallest number first.
SMILES	Hsp70 inhibitors	Rat MKP-3 inhibitors
Cc1nc2ccccc2nc1N1CCOCC1	3.4%	.
Nc1ncnc2c1ncn2CCOc1ccccc1	-1.8%	-1%
S=C(NCc1ccccc1)NC1CC2CCC1C2 (stereo not drawn)	-0.1%	8%
CC1CCCN(C(=O)Nc2ccc(F)cc2)C1 (stereo not drawn)	-3.4%	1%
Cc1cc(C)nc(NC2=NC3CCCCC3N2)n1 (stereo not drawn)	-2.5%	-11%
CC(=O)N1c2ccccc2CCc2ccc(N)cc21	0.4%	0%
Cc1ccccc1Nc1nc2nonc2nc1N1CCOCC1	-2.0%	3%
O=C(O)/C=C/c1c(F)c(F)c(F)c(F)c1F	0.6%	2%
O=c1c2ccccc2nc2c3ccccc3c3nncn3n12	-1.4%	-6%
CCC(CC)C(=O)Nc1cc(OC)c(OC)cc1C(=O)O	-2.2%	-14%
C#CCOC(=O)c1ccccc1C(=O)n1nnc2ccccc21	1.7%	2%
O=C(Nc1ccc2snnc2c1)N1CCN(c2ccccc2)CC1	6.0%	1%
O=C(CSc1nnnn1-c1ccc2c(c1)CCC2)NCc1cccs1	-3.0%	-3%
COc1cc(NC(=O)c2ccccc2OC)ccc1NC(=O)c1ccco1	-4.1%	6%
Cc1cc(C(=O)OCC(=O)NCc2ccco2)c(C)n1-c1ccccc1	3.0%	-1%
CC1CCCCN1CCNC(=O)c1cc2c(=O)n(C)c3ccccc3c2n1C (stereo not drawn)	11%	-11%
O=C(Nc1ccccn1)C1CCN(S(=O)(=O)c2cccc3nonc23)CC1	.	-2%
COc1ccc(OC)c(C(O)c2coc3ccc(O)c(CN4CCOCC4)c23)c1 (stereo not drawn)	-1.1%	2%
COc1ccc(-n2c(/C=C(\C)O)nc(=O)c3c(C)cc(C)nc32)cc1	3.2%	-3%
Cc1ccc2c(c1)NC(=O)C(CC(=O)NCCCN1CCN(C3CCCCC3)CC1)O2 (stereo not drawn)	8.4%	4%
Cc1c(Br)c([N+](=O)[O-])nn1CC(=O)Nc1c(C)n(C)n(-c2ccccc2)c1=O	5.3%	0%
Cn1c2ccccc2c2c(C(=O)N3CCN(C(=O)c4ccco4)CC3)cn(C3CCCCC3)c(=O)c21	6.7%	.

(list continues)
SMILES	Hsp70 inhibitors	Rat MKP-3 inhibitors
CCC(Oc1ccccc1)C(=O)Nc1ccccc1OC (stereo not drawn)	-3.8%	1%
N#CC1=C(N)Oc2nc(-c3ccccc3)[nH]c2C1c1cccnc1 (stereo not drawn)	-1.4%	5%
CCN1CCN(CC(=O)Nc2c(C(=O)OC)[nH]c3cccc(Cl)c23)CC1	4.6%	-3%
COCCNC(=O)C(c1cccs1)N(Cc1ccccc1)C(=O)Cn1nnc2ccccc21 (stereo not drawn)	-0.7%	.
Cc1cc(C)nc(NC(=O)C2C3C=CC(C3)C2C(=O)O)c1 (stereo not drawn)	-0.4%	0%
O=C(CN(C(=O)CCC(=O)Nc1nccs1)c1ccc(F)c(Cl)c1)NCc1ccco1	1.9%	2%
O=C(O)CCC(=O)N1N=C(c2c(-c3ccccc3)c3cc(Cl)ccc3[nH]c2=O)CC1c1cccc([N+](=O)[O-])c1 (stereo not drawn)	-1.9%	3%
COc1ccccc1NC(=O)Cc1noc(CSc2nnc(C)s2)n1	-0.5%	-4%
O=C(NC1CC1)c1ccc(COc2ccc(F)cc2)o1	2.1%	0%
Nc1ncnc(Nc2cccc(C(F)(F)F)c2)n1	-0.1%	.
O=C(NCc1cccc(CNC(=O)c2ccco2)c1)c1ccco1	-0.1%	-15%
CCCCOc1cccc(C(=O)N(Cc2ccco2)C2CCS(=O)(=O)C2)c1 (stereo not drawn)	3.5%	7%
CCOC(=O)c1cnn2c(C(F)(F)F)cc(-c3ccccc3)nc12	0.9%	-2%
COc1ccc(-c2cc(C(F)F)nc(-n3nc(C)cc3C)n2)cc1	3.8%	-5%
Cc1nn(-c2cc(N3CCOCC3)ccc2[N+](=O)[O-])c(=O)c2ccccc12	-4.1%	.
CCC1(C)Cc2ccccc2-c2nc3n(c(=O)c21)CCCCC3 (stereo not drawn)	6.5%	-2%
C1CN(CC23CC4CCC(CC(C4)C2)C3)CCO1	2.6%	-1%
COC(=O)c1ccc(/C=C2\SC(=S)N(NC(=O)c3ccccc3C)C2=O)cc1	-4.1%	6%
O=C(O)/C=C/C(=O)Nc1nc(-c2ccc3ccccc3c2)cs1	3.0%	9%
Cc1cc(-c2csc(N)n2)c(C)n1CCC(C)C	-3.3%	.
Cc1cc(C)n(-c2ccc(C(=O)Nc3nc4ccccc4s3)cc2)n1	-0.9%	-3%
O=C(NCCCN1CCCC1=O)c1ccc(CNS(=O)(=O)c2ccc(F)cc2)cc1	-0.2%	8%
Cc1cc(C)n2ncnc2n1	-2.6%	.
CCOC(=O)C1=C(CC)NC2=C(C(=O)CC(C)(C)C2)C1c1ccc(Cl)cc1Cl (stereo not drawn)	2.2%	-3%
